# CXXC DNA block: qHTS Fluorescence Polarization Assay for Inhibitors of MLL CXXC domain - DNA interaction; Potency, µM (series often up to 115 µM), inactives show top-dose activity change, negative = inhibition, usual class: inhibitors; 0.037% of 290,000 active; MLL-CXXC / FITC-HOXA9 DNA fluorescence polarization; active means well fitted inhibition curve with a large enough effect in the polarisation, with a control signal flat, not every such curve was filed as active; inconclusive means small, poorly fitted or top-dose-only effect, or effect the other way, or a change in a side signal; inactive means no such curve, though single readings can be large or run the other way; the % refers to the polarisation; further: potency means the concentration at half of the fitted maximal effect
#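 Steps: dispense CXXC domain solution (7 uM) → pin compounds or unlabeled HOX-A9 DNA control → 5 min ambient → add FLSN-HOX-A9 solution (50 nM) → spin → 30 min ambient → fluorescence polarization. Tris pH 7.5/NaCl/DTT/BSA buffer.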
# Coupling enz: qHTS Assay for Inhibitors of Fructose-1,6-bisphosphate Aldolase from Giardia Lamblia: Coupling assay counterscreen; coupling enzyme system counterscreen, AmpLite Red fluorescence; activity change, negative = inhibition, % at 58.2 µM, hits read low; 0.67% of 290,000 active; AID 2472, 2010; in the data active means activity change below about -30%; further: on the % scale 0 is the no-effect control and ±100 the full control effect
#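 Counterscreen of the coupled detection system alone, without aldolase: glyceraldehyde-3-phosphate coupling enzymes plus AmpLite Red readout. Compounds at 57.5 uM final, 10 min RT preincubation, 20 min RT reaction, fluorescence 525/598 nm.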
# GALK inhibitor: qHTS Assay for Inhibitors of Human Galactokinase (GALK); P51570; Purified GALK, Kinase-Glo residual ATP luminescence; Potency, µM (top dose mostly 57.5 µM), without a hit: at the highest dose activity change, negative = inhibition, actives largely listed as inhibitors; 0.007% of 270,000 active; AID 1868, 2009; further: potency means the concentration at half of the fitted maximal effect; on the % scale 0 is the no-effect control and ±100 the full control effect
#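 Galactose (100 uM) and ATP (35 uM) were turned over by 5 nM GALK for 1 h at RT. Kinase-Glo Plus then converted the remaining ATP into a luminescent signal.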
# BCR signal inh: qHTS Assay to Find Inhibitors of Chronic Active B-Cell Receptor Signaling; Potency, µM (doses to about 46.1 µM), for the others: at the top dose ratio change, negative = lower green/red ratio, most hits filed as inhibitors; ABC-DLBCL IkBa-CBG/CBR reporter, luminescence ratio, 4 h; 0.05% of 340,000 active; active means well fitted inhibition curve with a large enough effect in the signal ratio, with a control signal flat, not every such curve was filed as active; inconclusive means small, poorly fitted or top-dose-only effect, or effect the other way, or a change in a side signal; the % refers to the signal ratio;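 further: potency means the concentration at half of the fitted maximal effect; plate controls were basal doxycycline-induced cells for no effect and cells given 10 µM MG132 for full effect; MG132 reads +100%, hits lower the ratio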
#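 TMD8 human ABC-DLBCL cells with doxycycline-inducible IκBα–green luciferase fusion and unfused red luciferase, in 0.5% FBS medium; compounds up to 46 uM, 4 h at 37C. Green/red luminescence ratio, filter-overlap corrected, fitted to concentration-response curves.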
# hERG WT inh: qHTS for Inhibitors of KCHN2 3.1: Wildtype qHTS. Voltage-gated inwardly rectifying potassium channel KCNH2 (Homo sapiens), Q12809. U2OS, BacMam KCNH2, thallium flux FluxOr; active compounds read low. activity change, % at 1.84 µM. 0.37% of 340,000 active;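 active means maximum activity change below -70%; inconclusive means maximum activity change between -70% and -50%; inactive means maximum activity change above -50%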; further: on the % scale 0 is the no-effect control and ±100 the full control effect
# Target sequence (Q12809 whole entry, looked up): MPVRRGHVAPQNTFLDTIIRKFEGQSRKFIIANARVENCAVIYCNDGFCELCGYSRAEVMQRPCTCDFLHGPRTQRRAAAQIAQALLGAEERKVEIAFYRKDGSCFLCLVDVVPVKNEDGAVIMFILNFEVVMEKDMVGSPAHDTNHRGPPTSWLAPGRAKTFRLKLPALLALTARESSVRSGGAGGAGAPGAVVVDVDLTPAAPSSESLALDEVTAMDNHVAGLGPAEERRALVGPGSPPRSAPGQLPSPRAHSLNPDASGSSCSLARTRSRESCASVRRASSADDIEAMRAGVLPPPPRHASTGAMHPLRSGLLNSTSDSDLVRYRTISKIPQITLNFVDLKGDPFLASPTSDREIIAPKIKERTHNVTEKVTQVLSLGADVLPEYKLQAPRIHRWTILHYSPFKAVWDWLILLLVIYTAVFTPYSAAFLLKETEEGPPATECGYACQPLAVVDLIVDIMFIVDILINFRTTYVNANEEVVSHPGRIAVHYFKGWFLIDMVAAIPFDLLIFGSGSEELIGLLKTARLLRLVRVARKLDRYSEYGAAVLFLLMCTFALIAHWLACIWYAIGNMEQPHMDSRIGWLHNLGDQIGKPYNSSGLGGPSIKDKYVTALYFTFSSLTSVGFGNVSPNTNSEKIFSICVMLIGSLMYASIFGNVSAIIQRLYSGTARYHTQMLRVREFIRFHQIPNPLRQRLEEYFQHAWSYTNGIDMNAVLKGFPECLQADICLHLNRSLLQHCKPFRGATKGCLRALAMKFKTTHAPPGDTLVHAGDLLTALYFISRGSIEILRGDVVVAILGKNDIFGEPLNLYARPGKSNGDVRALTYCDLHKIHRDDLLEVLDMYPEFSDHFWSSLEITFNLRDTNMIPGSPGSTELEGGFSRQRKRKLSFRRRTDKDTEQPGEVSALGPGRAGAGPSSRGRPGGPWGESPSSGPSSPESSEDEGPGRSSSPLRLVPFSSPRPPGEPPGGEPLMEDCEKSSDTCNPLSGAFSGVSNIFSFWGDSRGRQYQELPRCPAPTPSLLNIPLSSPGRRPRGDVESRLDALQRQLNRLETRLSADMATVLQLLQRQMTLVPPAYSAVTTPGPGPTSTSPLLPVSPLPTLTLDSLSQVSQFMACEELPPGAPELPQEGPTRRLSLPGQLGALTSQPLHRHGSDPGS
#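 U2OS cells were transduced with wild-type KCNH2 virus (2.03 x 10^8 / mL) for 4 h at room temperature, then cultured overnight at 37 C. Thallium flux was read with FluxOr dye. Rate constants were normalized to DMSO controls.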
# A-T KAP1 phos: qHTS Assay for Identifying a Potential Treatment of Ataxia-Telangiectasia. […] A-T fibroblasts, KAP-1 phosphorylation AlphaLISA; neocarzinostatin DNA damage 30 min before lysis. Potency, µM (highest dose often 57.5 µM), for inactives: top-dose activation, usual class: activators. 0.19% of 320,000 active. AID 485349, 2010; further: potency means the concentration at half of the fitted maximal effect; % of control where 0% means no effect; nearly all actives have a fitted effect of over 45% in size
#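 hTERT-immortalized A-T patient fibroblasts ([…]), 500 cells/well in OPTI-MEM, 1% FBS, got compounds for 60 min, then NCS for 30 min at 37C. Lysates were then assayed for phospho-KAP-1 by AlphaLISA (anti-pKAP1 donor, anti-KAP1 acceptor beads), 6 hr at 25C.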
# Giardia killer: Small Molecules that selectively kill Giardia lamblia: qHTS; AID 540267, 2011; Giardia lamblia trophozoite viability; 0.15% of 340,000 active; activity change, % at 7.66 µM, hits read low; in the data active means activity change below about -80%; inconclusive means between about -30% and that limit;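 further: parasites exposed to compound for two days anaerobically before the ATP read; on the % scale 0 is the no-effect control and ±100 the full control effect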
#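 Media and compound were dispensed first, then trophozoites at 100 cells/well; plates sat 48 hrs at 37 deg C without oxygen before ATP luminescence reagent was added and read after 15-30 min at room temperature.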
# TCR act: Activators of T cell receptors: qHTS campaign | 330,000 tested, under 10 active | Potency, µM (top dose mostly 9.22 µM), for inactives: at the top dose activation of IL-2 secretion, usual class: activators | primary human leukocytes, anti-CD3, IL-2 HTRF, 48 h; further: % of control where 0% means no effect
#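 Activity was scored as IL-2 release from primary human leukocytes given only a TCR signal (a-CD3 beads) plus compound for 48 hr. Detection used a two-antibody HTRF format read at 665nm.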
# TSHR antag: Antagonists of the Thyroid Stimulating Hormone Receptor: HTS campaign | activity change, negative = inhibition, % at 11.5 µM | Thyrotropin receptor (Homo sapiens), P16473 | 0.2% of 330,000 active | AID 504810, 2011 | TSHR-expressing cells, TSH-stimulated cAMP HTRF, 2 h; active compounds read low;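 active means activity change below a set negative limit, meaning inhibition stronger than a set level, cut at about -70% in these data; inconclusive means activity change between two set negative limits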; further: on the % scale 0 is the no-effect control and ±100 the full control effect
#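 Competitive HTRF cAMP read-out (cryptate anti-cAMP antibody, cAMP-d2; 30 min, room temperature) in freshly harvested TSHR cells. Compounds added before TSH at EC80 (4nM final), followed by 2 hours' incubation at 37 deg C.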
# Tb PFK inh: qHTS Assay to Find Inhibitors of T. brucei phosphofructokinase; T. brucei PFK, ADP-Glo luminescence; Potency, µM (highest dose often 57.5 µM), for the others: at the top dose activity, negative = inhibition, actives largely listed as inhibitors; 0.17% of 330,000 active;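 further: potency means the concentration at half of the fitted maximal effect; 0% = uninhibited 1x PFK enzyme wells and -100% = no-enzyme wells; nearly all actives have a fitted effect of over 60% in size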
#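 1.25 nM PFK with 0.5 mM F6P and 0.1 mM ATP in 0.1 M TEA pH 8.0, 5 mM MgCl2, incubated 45 min at room temperature; ADP measured by ADP-Glo luminescence; compounds titrated up to 57 uM.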
# Active calls of the source: *; u = inconclusive; x = no result given; [ ] = remark or other dose. Unless noted, the call rests on the fitted dose curve; in most records, active means well fitted curve in the direction sought with a large enough effect; inconclusive means small, poorly fitted or top-dose-only effect, or another doubt; inactive means no such curve, though single readings can be large; an effect the other way counts as inactive or inconclusive.
# The line under a structure holds: CXXC DNA block	Coupling enz	GALK inhibitor	BCR signal inh	hERG WT inh	A-T KAP1 phos	Giardia killer	TCR act	TSHR antag	Tb PFK inh
> CCCOc1ccc(NC(=O)CC2C(=O)N(CC)C(=S)N2Cc2cccs2)cc1 (configuration not stated)
 : 3.5%	-0.6	-1.8%	9.5%	-0.9	-2.2%	7.7	-4.1%	-27.7	1.3%
> Cc1cc(C(F)(F)F)c2c(C)nn(CCc3nn[nH]n3)c2n1
 : -4.0%	3.7	-2.1%	-1.0%	11.3	5.0%	10.4	-5.5%	-10.2	-1.2%
> O=C(CSc1nc2ncccc2[nH]1)NCc1ccco1
 : -1.6%	x	-3.8%	1.2%	-0.3	-6.3%	-11.8	2.7%	-5.6	-4.1%
> CC(=O)c1ccccc1OCC(=O)Nc1cccc(S(=O)(=O)N2CCCC2)c1
 : x	x	x	0.2%	-20.6	7.5%	-28.4	x	-7.8	-0.1%
> COc1ccc(NC(=O)Cc2c(C)n(C(=O)c3ccc(Cl)cc3)c3ccc(OC)cc23)cc1
 : u	-0.1	-1.2%	u	-1.4	-5.5%	7.0	2.9%[46.1 µM]	-0.6	-0.5%
> COc1ccc(C(c2c(O)nc(SC)n(C)c2=O)c2c(O)nc(SC)n(C)c2=O)cc1O
 : -5.4%	7.7	-2.6%	-0.5%	1.8	1.1%	17.1	5.3%[46.1 µM]	16.2	6.1%
> CC(C)c1cc(C(=O)OCC(=O)N2CCN(C(=O)c3ccco3)CC2)c(O)c(C(C)C)c1
 : 36.2%[activator]	x	-6.1%	1.4%	-10.4	3.9%	-22.4	-2.9%	-3.5	-3.9%
> NS(=O)(=O)c1ccc(CCNC(=O)C(=O)Nc2cc3c4c(c2)CC(=O)N4CCC3)cc1
 : x	x	x	-1.1%	10.1	-7.7%	-7.0	5.4%	17.5	0.8%
> COc1ccc(-n2nc(C(=O)NCC(=O)N3CCCC3)c3ccccc3c2=O)cc1
 : 12.5%	1.7	6.2%	-3.7%	16.4	-0.1%	1.8	7.5%	18.3	2.3%
> O=C(N[C@H](Cc1cc(=O)[nH]c2ccccc12)C(=O)O)c1ccc(Cl)cc1
 : -13.6%	-1.4	-0.1%	3.2%	-3.9	3.3%	10.8	3.0%	-1.5	3.0%
> Cc1cccnc1NC(=O)Cn1c(=O)oc2ccccc21
 : u	x	-1.6%	12.4%	42.0	23.0%	-8.9	3.8%	5.2	-4.9%
> CCOc1ccc2nc(N3CCCC(C(=O)NC4CCCC4)C3)sc2c1 (configuration not stated)
 : -1.2%	-0.7	-2.6%	-0.1%	1.8	-0.8%	-26.6	9.1%	-25.7	-1.3%
> CCN(CC)CCOC(=O)c1ccc(NC(=O)c2cn(-c3ccccc3)nc2-c2cccs2)cc1
 : 52.3%[activator]	0.3	-7.7%	u	2.2	-3.8%	3.9	1.4%	-1.4	13.1%
> Cc1ccccc1OC(C)C(=O)NCCCN1CCOCC1 (configuration not stated)
 : 2.2%	x	0.7%	-0.5%	-48.5	0.6%	-12.5	-1.4%	7.9	-8.6%
> COc1ccc(Nc2nc(-c3cccc(OC)c3O)nc3ccccc23)cc1
 : 17.7%	1.3	2.4%	5.4%	3.0	8.1%	-10.4	0.9%	-13.7	1.0%
> CN1CCN(C(=O)CCN2C(=O)c3ccccc3C2=O)CC1
 : u	1.2	7.3%	-9.0%	-3.3	1.6%	10.0	-2.3%	4.5	-1.6%
> O=C(Nc1cccc2ccccc12)N1CCN(c2ncccn2)CC1
 : 40.3%[activator]	1.4	2.8%	u	4.9	-0.2%	-15.5	0.3%	21.9	-10.3%
> O=C(c1ccccc1)N1CCN(S(=O)(=O)N2CCOCC2)CC1
 : -1.4%	0.8	7.9%	-0.6%	-3.7	-2.3%	13.2	1.4%	0.3	-3.2%
> CCc1ccc(-c2nn[nH]n2)cc1
 : -1.3%	2.8	-0.3%	5.6%	-15.8	-5.9%	-17.1	-0.5%	-0.6	2.5%
> Cc1c(C(=O)N2CCN(CCc3ccccc3)CC2)oc2ccccc12
 : -5.8%	8.6	0.0%	6.8%	61.9	x	12.3	x	-0.4	5.4%
> COc1ccc(NC(=O)C2CCN(C(=O)[C@@H]3Cc4ccccc4CN3C(=O)OC(C)(C)C)CC2)cc1
 : 0.7%	3.9	12.4%	7.2%	1.5	-3.2%	-5.9	3.6%	6.1	1.7%
> Cc1cc(Nc2ccc(N3CCC(C)CC3)cc2)n2ncnc2n1
 : 2.9%	-0.6	-0.5%	u	3.1	8.7%	18.1	5.0%	-3.6	0.1%
> CCC(C)Nc1nc(-c2c[nH]c3ccccc23)cs1 (configuration not stated)
 : 19.0%	-6.0	-0.9%	u	5.2	35.5µM*	-14.0	0.2%	-5.6	-1.7%
> CCOC(=O)c1c(NC(=O)OC)sc2c1CCC2
 : 2.5%	6.6	0.2%	-1.6%	-15.5	3.6%	51.1[activator]	-18.8%	-3.3	-3.9%
> CC1CCC2(CC1)NC(=O)N(CC(=O)NCc1ccc3c(c1)OCO3)C2=O (configuration not stated)
 : -1.8%	-0.4	-0.8%	3.1%	-16.2	5.6%	35.6[activator]	-2.7%	-2.6	1.2%
> CCC(=O)N1CCc2cc(Br)cc(S(=O)(=O)NCCN3CCCC3)c21
 : 1.8%	-0.3	-1.9%	u	-6.9	-14.0%	-0.1	0.9%	-5.7	-0.5%
> O=C(/C=C/c1ccccn1)c1ccc(Br)cc1O
 : 7.6%	3.9	0.1%	3.4%	-21.5	-7.0%	8.6	0.3%[46.1 µM]	-1.7	0.8%
> CCN(CC)c1ccc(Nc2nc(Cl)ncc2Br)cc1
 : 8.5%	-3.3	2.6%	-10.8%	2.9	-10.4%	16.8	-5.2%	-15.8	-16.8%
> COCC(=O)Nc1cc(C)c2c(=O)oc3ccccc3c2n1
 : 24.5%	2.3	-4.0%	14.3%	2.6	-5.2%	6.5	1.7%	5.4	-1.6%
> COC(=O)c1cc(O)cc(OC)c1Oc1cc(C)cc(O)c1C(=O)O
 : -7.2%	-12.7	1.3%	u	-0.5	5.4%	7.1	3.8%	-8.5	-8.5%
> Cn1ncc(Cl)c(Oc2ccc(C(C)(C)C)cc2)c1=O
 : 18.9%	-12.6	1.3%	7.9%	-3.9	-1.9%	-15.5	-4.3%[46.1 µM]	1.7	-0.9%
> COC(=O)c1ccc(C(=O)OC)c(NC(=O)CSc2n[nH]c(N)n2)c1
 : x	x	x	-3.7%	3.8	-0.2%	11.7	-5.0%	3.7	1.9%
> O=c1cc2c(=O)oc3cc(O)c(O)oc3c2c(O)c1O
 : -20.6%	-12.1	x	-0.6%	-6.9	5.0%	-8.4	-80.7%	-2.1	7.57µM*
> O=C1C(Cc2ccccc2)Nc2ncnc(N3CCc4ccccc4C3)c2N1Cc1ccccc1 (configuration not stated)
 : x	x	x	-1.1%	4.8	4.4%	-21.2	5.4%	-0.8	5.5%
> COCCNC(=S)NN(c1ccccc1)c1ccccc1
 : -2.5%	0.4	0.1%	1.9%	1.1	3.6%	8.3	-0.3%	1.0	-9.7%
> COc1cc([N+](=O)[O-])c(N2CCOCC2)c([N+](=O)[O-])c1OC
 : -3.0%	-2.6	4.9%	2.5%	1.7	5.0%	25.3	x	40.5	-9.1%
> CSc1ccccc1NC(=O)C1CC(c2ccccc2Cl)=NO1 (configuration not stated)
 : -5.7%	1.3	0.0%	u	0.7	18.1%	0.8	5.3%	-1.0	-1.4%
> COc1ccc(-c2nc3ccccn3c2NC2CCCCC2)cc1SC1CCCCC1
 : x	x	x	u	6.3	28.8%	17.6	-6.4%	-18.8	0.0%
> Cc1c(C(=O)Nc2nnc(SCc3ccccc3Cl)s2)cccc1[N+](=O)[O-]
 : -9.0%	-0.8	-4.7%	u	7.4	7.9%	16.0	3.1%[46.1 µM]	-4.8	-3.2%
> COc1ccc(CC(=O)NNC(=O)c2ccc(Br)o2)cc1
 : 14.5%	x	-6.7%	3.0%	-4.8	-2.9%	-10.4	7.2%	18.0	-0.1%
> Clc1ccc(-c2nnc3n2CCCCS3)cc1
 : 8.9%	-0.6	2.4%	2.1%	0.3	0.9%	-19.2	-0.4%[46.1 µM]	2.5	-0.1%
> Cc1cccc2cc(/C=N/NC(=O)CN3CCCCC3)c(Cl)nc12
 : 0.9%	1.0	-1.2%	15.3%	x	-1.9%	x	x	11.2	-1.4%
